TcdB inh = TcdB glycohydrolase inhibitors, primary screen, biochemical, single point, plate reader | inhibition, % at 9.99 µM | TcdB glycohydrolase enzymatic assay | 350,000 tested, 0.24% active; in the data active = inhibition above about 10%
Target sequence (P18177 whole entry, looked up): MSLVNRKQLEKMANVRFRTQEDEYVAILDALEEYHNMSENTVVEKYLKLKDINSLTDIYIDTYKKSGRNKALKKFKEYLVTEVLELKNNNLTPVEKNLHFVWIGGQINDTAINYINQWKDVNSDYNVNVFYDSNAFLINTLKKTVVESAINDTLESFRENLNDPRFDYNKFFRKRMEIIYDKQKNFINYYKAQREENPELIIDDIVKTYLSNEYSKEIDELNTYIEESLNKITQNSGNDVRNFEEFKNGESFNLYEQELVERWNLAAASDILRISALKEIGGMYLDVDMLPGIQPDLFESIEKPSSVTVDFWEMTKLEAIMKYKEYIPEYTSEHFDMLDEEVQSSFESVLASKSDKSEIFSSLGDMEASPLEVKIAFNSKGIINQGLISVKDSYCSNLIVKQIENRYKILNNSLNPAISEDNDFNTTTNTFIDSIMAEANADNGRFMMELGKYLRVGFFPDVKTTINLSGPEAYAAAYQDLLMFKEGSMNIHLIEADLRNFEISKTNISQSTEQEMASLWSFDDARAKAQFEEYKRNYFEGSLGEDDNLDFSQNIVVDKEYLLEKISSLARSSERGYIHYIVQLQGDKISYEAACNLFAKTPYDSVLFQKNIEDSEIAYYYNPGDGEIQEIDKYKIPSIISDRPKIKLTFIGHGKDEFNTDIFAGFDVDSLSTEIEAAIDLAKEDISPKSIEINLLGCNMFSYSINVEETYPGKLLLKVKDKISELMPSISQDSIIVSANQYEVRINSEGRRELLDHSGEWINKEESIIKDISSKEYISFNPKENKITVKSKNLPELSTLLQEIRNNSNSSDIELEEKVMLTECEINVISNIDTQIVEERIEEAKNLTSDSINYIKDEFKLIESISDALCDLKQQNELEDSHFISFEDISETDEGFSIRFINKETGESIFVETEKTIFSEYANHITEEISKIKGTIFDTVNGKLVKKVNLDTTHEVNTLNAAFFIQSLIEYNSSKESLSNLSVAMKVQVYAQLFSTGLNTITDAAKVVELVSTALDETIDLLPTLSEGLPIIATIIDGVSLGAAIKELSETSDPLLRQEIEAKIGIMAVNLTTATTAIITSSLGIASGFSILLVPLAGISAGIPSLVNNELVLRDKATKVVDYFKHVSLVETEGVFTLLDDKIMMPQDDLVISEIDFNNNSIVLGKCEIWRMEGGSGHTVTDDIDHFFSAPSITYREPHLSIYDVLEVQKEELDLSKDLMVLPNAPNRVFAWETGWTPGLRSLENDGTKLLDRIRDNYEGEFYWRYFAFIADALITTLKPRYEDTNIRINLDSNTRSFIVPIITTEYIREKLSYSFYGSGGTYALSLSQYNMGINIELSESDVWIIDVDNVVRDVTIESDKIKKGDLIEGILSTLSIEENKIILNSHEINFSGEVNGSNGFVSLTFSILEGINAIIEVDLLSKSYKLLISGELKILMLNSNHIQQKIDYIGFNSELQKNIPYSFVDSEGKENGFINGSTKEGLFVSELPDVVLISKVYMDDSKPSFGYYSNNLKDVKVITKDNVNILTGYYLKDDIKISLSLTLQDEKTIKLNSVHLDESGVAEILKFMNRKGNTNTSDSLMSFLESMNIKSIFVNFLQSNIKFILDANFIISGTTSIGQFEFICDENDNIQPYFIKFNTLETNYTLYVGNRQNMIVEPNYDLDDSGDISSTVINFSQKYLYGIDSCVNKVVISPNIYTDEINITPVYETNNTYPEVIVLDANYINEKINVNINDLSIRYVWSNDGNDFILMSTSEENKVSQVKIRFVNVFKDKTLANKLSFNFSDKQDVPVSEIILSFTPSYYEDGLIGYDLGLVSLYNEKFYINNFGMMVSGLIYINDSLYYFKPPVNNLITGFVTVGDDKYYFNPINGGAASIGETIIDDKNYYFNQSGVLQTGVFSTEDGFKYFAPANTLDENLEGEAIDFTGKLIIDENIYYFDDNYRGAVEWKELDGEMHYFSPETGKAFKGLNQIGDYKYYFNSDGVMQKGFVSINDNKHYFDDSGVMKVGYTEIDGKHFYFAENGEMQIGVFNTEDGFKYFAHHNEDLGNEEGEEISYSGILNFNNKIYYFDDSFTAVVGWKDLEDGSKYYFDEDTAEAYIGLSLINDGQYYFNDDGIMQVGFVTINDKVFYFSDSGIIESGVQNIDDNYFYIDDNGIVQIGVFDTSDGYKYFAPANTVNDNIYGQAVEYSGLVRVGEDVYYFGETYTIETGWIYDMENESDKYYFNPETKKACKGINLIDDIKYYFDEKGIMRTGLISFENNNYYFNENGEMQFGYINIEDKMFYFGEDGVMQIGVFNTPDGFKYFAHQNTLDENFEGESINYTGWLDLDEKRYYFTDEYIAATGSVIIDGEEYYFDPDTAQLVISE
The depositor's hits bear a star; & = joins results of further samples.

no.	SMILES	TcdB inh
1	CC(C)[C@@H](C)NC(=O)N(C)C[C@@H]1OCc2ccccc2-c2c(n(C)c3ccccc23)C(=O)N([C@@H](C)CO)C[C@@H]1C	-0.9
2	O=C(Nc1ccccc1)[C@H]1[C@H](CO)[C@H]2Cn3c(cccc3=O)[C@H]2N1Cc1ccccc1Cl	1.0
3	C[C@H]1CN([C@@H](C)CO)C(=O)c2cc(NC(=O)CCN3CCOCC3)ccc2O[C@@H]1CN(C)S(C)(=O)=O	-0.2
4	CC(C)C#Cc1ccc([C@H]2[C@@H](CO)N(C(=O)C3CCC3)[C@H]2C#N)cc1	0.8
5	C[C@H](CO)N1C[C@H](C)[C@@H](CN(C)Cc2ccccc2)Oc2c(NC(=O)c3ccc(-c4nccs4)cc3)cccc2C1=O	-3.0
6	O=C(C1CCCCC1)N1CC(=O)N2[C@H](CO)[C@@H](c3ccc(Br)cc3)[C@@H]2C1	0.7
7	COc1ccccc1NC(=O)N1CCCCN2[C@H](CO)[C@H](c3ccc(C#Cc4ccccc4)cc3)[C@@H]2C1	0.1
8	CCCNC(=O)Nc1ccc2c(c1)OC[C@H](C)N(C(=O)C1CC1)C[C@H](C)[C@@H](OC)CN(C)C2=O	-16
9	Cc1noc(C)c1S(=O)(=O)Nc1ccc2c(c1)C(=O)N([C@@H](C)CO)C[C@@H](C)[C@@H](CN(C)Cc1ccccc1)OCCCC[C@@H](C)O2	0.7
10	Cc1noc(C)c1S(=O)(=O)N(C)C[C@@H]1Oc2ccc(NS(=O)(=O)c3cccs3)cc2C(=O)N([C@H](C)CO)C[C@@H]1C	-0.4
11	O=C(C1CCCCC1)N1CC[C@@H]2[C@H](CO)Nc3ccc(C#Cc4ccc(F)cc4)cc3[C@@H]21	0.9
12	O=C(C[C@@H]1CC[C@@H]2[C@H](COC[C@@H](O)CN2C(=O)Nc2ccc(C(F)(F)F)cc2)O1)NCC1CCCCC1	-1.4
13	CN1C(=O)c2cc(NS(C)(=O)=O)ccc2OC[C@@H]2O[C@@H](CC(=O)NC3CCCCC3)CC[C@@H]21	0.7
14	O=C(C[C@H]1C[C@H]2c3cc(NC(=O)NC4CCCC4)ccc3O[C@H]2[C@H](CO)O1)NCc1ccccc1	-3.5
15	COc1ccc2c3c([nH]c2c1)[C@@H](CO)N(C(=O)C1CCC1)CC31CCN(C(=O)NC(C)C)CC1	0.3

Gathered by group, the compounds so far containing sulfur (5)
no.	SMILES	TcdB inh
3	C[C@H]1CN([C@@H](C)CO)C(=O)c2cc(NC(=O)CCN3CCOCC3)ccc2O[C@@H]1CN(C)S(C)(=O)=O	-0.2
5	C[C@H](CO)N1C[C@H](C)[C@@H](CN(C)Cc2ccccc2)Oc2c(NC(=O)c3ccc(-c4nccs4)cc3)cccc2C1=O	-3.0
9	Cc1noc(C)c1S(=O)(=O)Nc1ccc2c(c1)C(=O)N([C@@H](C)CO)C[C@@H](C)[C@@H](CN(C)Cc1ccccc1)OCCCC[C@@H](C)O2	0.7
10	Cc1noc(C)c1S(=O)(=O)N(C)C[C@@H]1Oc2ccc(NS(=O)(=O)c3cccs3)cc2C(=O)N([C@H](C)CO)C[C@@H]1C	-0.4
13	CN1C(=O)c2cc(NS(C)(=O)=O)ccc2OC[C@@H]2O[C@@H](CC(=O)NC3CCCCC3)CC[C@@H]21	0.7

Entries 13 through 15, reprinted for reference:
no.	SMILES	TcdB inh
13	CN1C(=O)c2cc(NS(C)(=O)=O)ccc2OC[C@@H]2O[C@@H](CC(=O)NC3CCCCC3)CC[C@@H]21	0.7
14	O=C(C[C@H]1C[C@H]2c3cc(NC(=O)NC4CCCC4)ccc3O[C@H]2[C@H](CO)O1)NCc1ccccc1	-3.5
15	COc1ccc2c3c([nH]c2c1)[C@@H](CO)N(C(=O)C1CCC1)CC31CCN(C(=O)NC(C)C)CC1	0.3

Other structures
no.	SMILES	TcdB inh
16	COc1ccc(NC(=O)Nc2ccc3c(c2)[C@H]2C[C@@H](CC(=O)O)O[C@@H](CO)[C@H]2O3)cc1	0.4
17	CN(C)CC(=O)N1[C@H](C(=O)NCc2ccccc2F)[C@@H](CO)[C@@H]2Cn3c(cccc3=O)[C@@H]21	0.5
18	Cc1ccc(S(=O)(=O)N(C)C[C@H]2OCCCC[C@H](C)Oc3ccc(NC(=O)Nc4cccc5ccccc45)cc3C(=O)N([C@@H](C)CO)C[C@@H]2C)cc1	0.0
19	COc1ccccc1NC(=O)Nc1ccc2c(c1)C(=O)N(C)C[C@H](OC)[C@H](C)CN[C@@H](C)CO2	-0.6
20	C[C@@H]1CN([C@H](C)CO)C(=O)Cc2cc(NC(=O)Cn3cnnn3)ccc2O[C@@H]1CN(C)CC1CC1	-0.2
21	C[C@@H]1CN([C@H](C)CO)C(=O)c2cc(NC(=O)C3CCCCC3)ccc2O[C@H]1CN(C)Cc1ccc(-c2ccccc2)cc1	-0.6
22	O=C(N[C@@H]1CC[C@@H](CCNC(=O)C2CC2)O[C@@H]1CO)c1ccncc1	-1.7
23	CO[C@@H]1CN(C)C(=O)c2cc(NC(=O)c3cccc(F)c3)ccc2OC[C@@H](C)N(C)C[C@@H]1C	1.0
24	C[C@@H](NC(=O)C[C@@H]1CC[C@H]2[C@@H](COC[C@@H](O)CN2Cc2cc(F)ccc2F)O1)c1ccccc1	-3.6
25	CCCNC(=O)C[C@H]1CC[C@@H]2[C@H](COc3ccc(NC(=O)NCC)cc3C(=O)N2C)O1	-0.8
26	C[C@H](O)C#Cc1ccc([C@@H]2[C@@H](CO)N3CCCCN(C(=O)Nc4ccccc4)C[C@H]23)cc1	1.8
27	C[C@H]1CN([C@@H](C)CO)C(=O)c2cc(NC(=O)Nc3ccccc3)ccc2O[C@H]1CN(C)S(=O)(=O)c1ccccc1	0.6
28	CCC(=O)Nc1ccc2c(c1)OC[C@@H](C)N(Cc1nccs1)C[C@H](C)[C@@H](OC)CN(C)C2=O	-0.6
29	O=C(Nc1ccc(-c2ccccc2)cc1)[C@@H]1[C@@H](CO)[C@@H]2Cn3c(cccc3=O)[C@@H]2N1CC1CCCCC1	0.1
30	O=C(NCC[C@H]1CC[C@@H](NC(=O)c2ccccc2F)[C@@H](CO)O1)c1cnccn1	-0.6

no.	SMILES	TcdB inh
31	Cc1noc(C)c1NC(=O)N[C@H]1CC[C@@H](CC(=O)Nc2ccccc2)O[C@H]1CO	1.3
32	Cc1ccc(S(=O)(=O)Nc2ccc3c(c2)CC(=O)N([C@H](C)CO)C[C@H](C)[C@@H](CN(C)Cc2ccccc2)O3)cc1	-0.2
33	Cc1noc(C)c1S(=O)(=O)Nc1ccc2c(c1)C(=O)N([C@H](C)CO)C[C@@H](C)[C@@H](CN(C)S(C)(=O)=O)OCCCC[C@H](C)O2	0.3
34	C[C@H]1CN([C@@H](C)CO)C(=O)Cc2cc(NS(=O)(=O)c3ccc(Cl)cc3)ccc2O[C@@H]1CN(C)Cc1ccc(C(F)(F)F)cc1	-0.1
35	O=C(C[C@@H]1C[C@@H]2c3cc(NS(=O)(=O)c4ccc(F)cc4)ccc3O[C@@H]2[C@@H](CO)O1)NCCc1ccccc1	1.2
36	CCS(=O)(=O)N1CC2(C1)[C@@H](c1ccccc1)[C@@H](CO)N2CC1CCCC1	0.4
37	Cc1ccccc1S(=O)(=O)N1C[C@@H]2N[C@H](C1)C2c1ccc(-c2ccc(C#N)cc2)cc1 (stereo partly specified)	-0.1&-0.5
38	C[C@@H]1CN([C@@H](C)CO)C(=O)c2cccc(N(C)C)c2O[C@@H]1CN(C)Cc1ccc(C(F)(F)F)cc1	-2.8
39	COc1cccc(-c2cccc(-c3nc(C(=O)NCC(F)(F)F)cc4c3[C@H](CCO)N([S@@](=O)C(C)(C)C)C4)c2)c1	0.2
40	O=C(C[C@@H]1C=C[C@H](NC(=O)c2ccccc2)[C@@H](CO)O1)NCCc1ccncc1	-0.9
41	COc1ccc(NC(=O)N[C@H]2CC[C@H](CCn3cc(C4(O)CCCC4)nn3)O[C@@H]2CO)cc1	1.2
42	C[C@@H]1CN([C@@H](C)CO)C(=O)c2cccc(NS(=O)(=O)c3cccs3)c2O[C@H]1CN(C)Cc1ccccc1	0.4
43	CC=Cc1ccc2n(c1=O)C[C@H]1[C@H](CO)[C@@H](C(=O)NCCc3cn(C)cn3)[C@@H]2N1C(=O)CC (mixture of isomers)	-1.3
44	Cc1noc(C)c1S(=O)(=O)Nc1ccc2c(c1)CC(=O)N([C@@H](C)CO)C[C@@H](C)[C@@H](CN(C)C(=O)Nc1cccc3ccccc13)O2	-1.6
45	CCC(=O)N1C[C@H]2[C@@H](c3ccccc31)[C@@H](CO)N2C(=O)Nc1ccccc1	-0.6

Quoted from the listing.
TcdB inh with #34 stands at -0.1
TcdB inh with #32 stands at -0.2
TcdB inh with #42 stands at 0.4
TcdB inh with #41 stands at 1.2

(more compounds)
no.	SMILES	TcdB inh
46	C[C@@H]1CN([C@H](C)CO)S(=O)(=O)c2ccc(C#Cc3ccc(F)cc3)cc2O[C@@H]1CN(C)C(=O)NC1CCCC1	0.0
47	CO[C@H]1CN(C)C(=O)c2cc(NC(=O)Nc3c(C)noc3C)ccc2OC[C@@H](C)N(C)C[C@H]1C	-0.8
48	CCCC(=O)Nc1ccc2c(c1)C(=O)N(C)[C@@H]1CC[C@@H](CC(=O)Nc3ccccc3)O[C@@H]1CO2	2.4
49	COc1ccc2c3c(n(C)c2c1)[C@@H](CO)N(C(=O)c1ccncc1)CC31CN(CC2CC2)C1	1.1
50	CN(C)C(=O)c1ccc(-c2ccc(C3[C@H]4CNC[C@@H]3N4S(=O)(=O)c3ccccc3)cc2)cc1 (stereo partly specified)	-0.5
51	C[C@H]1CN([C@@H](C)CO)C(=O)c2ccccc2-c2ccccc2CO[C@H]1CN(C)Cc1ccc(Oc2ccccc2)cc1	-0.6
52	C[C@@H]1CN([C@@H](C)CO)C(=O)c2cc(/C=C/c3ccccc3)cnc2O[C@H]1CN(C)C(=O)c1cccnc1	1.5
53	CN1C(=O)c2cc(NC(=O)c3ccccc3Cl)ccc2OC[C@@H]2O[C@@H](CC(=O)NCC(F)(F)F)CC[C@H]21	-9.2
54	COc1cccc(NC(=O)N[C@@H]2CC[C@@H](CC(=O)NCc3ccncn3)O[C@@H]2CO)c1	0.5
55	C[C@@H]1CN([C@H](C)CO)C(=O)c2cc(NC(=O)c3ccncc3)ccc2O[C@@H]1CN(C)Cc1ccc(Cl)c(Cl)c1	1.1
56	CNC[C@@H]1Oc2cc(C#Cc3cccc(OC)c3)ccc2S(=O)(=O)N([C@@H](C)CO)C[C@@H]1C	-3.9
57	Cc1noc(C)c1S(=O)(=O)N(C)C[C@@H]1OCCCC[C@H](C)Oc2ccc(NC(=O)C3CCCCC3)cc2C(=O)N([C@@H](C)CO)C[C@H]1C	-0.5
58	Cc1ccc(S(=O)(=O)Nc2ccc3c(c2)C(=O)N([C@H](C)CO)C[C@H](C)[C@@H](CN(C)C(=O)NC2CCCCC2)O3)cc1	-0.6
59	COc1ccc(NC(=O)N(C)C[C@H]2Oc3ccc(NC(=O)C4CC4)cc3CC(=O)N([C@H](C)CO)C[C@@H]2C)cc1	-7.9
60	CN1CCN(C(=O)C[C@H]2CC[C@@H]3[C@H](COC[C@@H](O)CN3Cc3ccc4c(c3)OCO4)O2)CC1	-1.1

no.	SMILES	TcdB inh
61	CN1C(=O)c2cc(NS(C)(=O)=O)ccc2OC[C@@H]2O[C@H](CC(=O)NCc3ccccc3)CC[C@H]21	-1.4
62	Cc1ccc(S(=O)(=O)Nc2ccc3c(c2)CC(=O)N([C@H](C)CO)C[C@@H](C)[C@H](CN(C)Cc2ccncc2)O3)cc1	0.8
63	O=C(Cc1ccccc1)N[C@@H]1CC[C@@H](CC(=O)N2CCOCC2)O[C@H]1CO	-7.6
64	C[C@@H]1CN([C@H](C)CO)C(=O)c2cc(N(C)C)ccc2O[C@H]1CN(C)Cc1ccc(C(=O)O)cc1	-2.6
65	Cc1noc(C)c1S(=O)(=O)Nc1ccc2c(c1)C(=O)N([C@H](C)CO)C[C@@H](C)[C@H](CN(C)S(=O)(=O)c1ccc(Cl)cc1)OCCCC[C@@H](C)O2	-0.1
66	CO[C@@H]1CN(C)C(=O)c2cc(NC(=O)C3CCOCC3)ccc2OC[C@H](C)N(C(C)=O)C[C@H]1C	-1.5
67	CN(C)C(=O)[C@@H]1[C@@H](CO)[C@@H]2Cn3c(ccc(C4=CCCC4)c3=O)[C@H]1N2CC1CCOCC1	-4.5
68	Cc1noc(C)c1NC(=O)N(C)C[C@@H]1Oc2cc(C#CCC3CCCC3)ccc2S(=O)(=O)N([C@H](C)CO)C[C@@H]1C	1.8
69	CN(C)CC(=O)N[C@@H]1CC[C@H](CCNC(=O)C2CC2)O[C@H]1CO	-0.3
70	Cc1noc(C)c1S(=O)(=O)Nc1ccc2c(c1)CC(=O)N([C@@H](C)CO)C[C@@H](C)[C@@H](CN(C)Cc1ccc(C(=O)O)cc1)O2	1.1
71	COCC(=O)Nc1ccc2c(c1)OC[C@H](C)N(C(=O)Cc1cccnc1)C[C@@H](C)[C@H](OC)CN(C)C2=O	-0.7
72	C/C=C/c1ccccc1[C@@H]1[C@@H](C#N)N(C(=O)Cc2ccccn2)[C@H]1CO	1.4
73	CCCC(=O)Nc1ccc2c(c1)OC[C@H](C)N(C(=O)c1ccccn1)C[C@@H](C)[C@H](OC)CN(C)C2=O	0.3
74	CO[C@@H]1CN(C)C(=O)c2cc(NC(=O)C3CCCC3)ccc2OC[C@H](C)N(C)C[C@@H]1C	-0.3
75	COC(=O)c1ccc(CN2CC(=O)N3[C@@H](CO)[C@@H](c4ccc(Br)cc4)[C@@H]3C2)cc1	1.4

no.	SMILES	TcdB inh
76	CO[C@H]1CN(C)C(=O)c2cc(NC(C)=O)ccc2OC[C@H](C)N(Cc2nccs2)C[C@H]1C	-0.4
77	CC(C)NC(=O)N(C)C[C@@H]1Oc2c(NS(=O)(=O)c3ccc(F)cc3)cccc2C(=O)N([C@H](C)CO)C[C@H]1C	-0.5
78	COc1ccc(S(=O)(=O)Nc2ccc3c(c2)C(=O)N([C@H](C)CO)C[C@H](C)[C@H](CN(C)Cc2ccc4c(c2)OCO4)OCCCC[C@H](C)O3)cc1	-1.0
79	CC(C)NC(=O)N(C)C[C@@H]1Oc2ncc(C#CC3(O)CCCC3)cc2C(=O)N([C@@H](C)CO)C[C@@H]1C	-0.3
80	Cc1ccc(S(=O)(=O)N(C)C[C@H]2OCCCC[C@@H](C)Oc3ccc(NS(=O)(=O)c4cccs4)cc3C(=O)N([C@H](C)CO)C[C@@H]2C)cc1	-0.6

The list is partial; count on the stated rates, not on these rows.
